Peg3 prom inh = Peg3 promoter-driven luciferase inhibitors, primary screen, cell-based, HeLa, luciferase luminescence | HeLa PEG-Prom luciferase reporter, overnight | inhibition, % at 20 µM | 1.7% of 360,000 active;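 active = inhibition of at least 50% at 20 µM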
TWEAK-Fn14 inh = inhibitors of TWEAK-Fn14 signaling, primary screen, luciferase reporter cells, uHTS; TWEAK-stimulated Fn14 reporter cells, luciferase luminescence, 8 h; inhibition, % at 10 µM; 2% of 360,000 active; in the data active = inhibition above about 50%
hiPSC survival = enhancers of single-cell hiPSC survival, primary screen, ATPlite luminescence; AID 602274, 2012; survival enhancement, % at 20 µM; 0.044% of 360,000 active; 100% = ROCK inhibitor wells, 0% = DMSO; in the data active = survival enhancement above about 18%;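 also: cells exposed to compounds for 16 hours before the ATP read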
Shn3 3UTR inh = reduction of Shn3 3'UTR firefly luciferase signal, primary screen, Schnurri-3 inhibitor project, cell-based, Clone20 osteoblasts, set 2 | AID 588674, 2011 | 0.52% of 360,000 active | inhibition, % at 12.5 µM | Clone20 osteoblast Shn3 3'UTR firefly luciferase, 24 h;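 active = mean inhibition of at least 75% with every replicate also reaching 75%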;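 also: 0% = median of neutral control wells and 100% = pilot-screen positive control compound; some compounds past the cut are filed as inactive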
HIF-2a inh = HIF-2a reporter inhibitors, primary screen, luminescence, 786-0 RCC cells. 786-0 RCC cells HIF-2a reporter, luciferase luminescence, overnight. inhibition, % at 18.8 µM. 0.72% of 360,000 active. AID 624352, 2012;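 active = inhibition of the luminescence signal of 40% or more relative to plate controls, in a single-dose primary screen at 18.75 µM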
NR2E3 ag-1 = inhibitors of NR2E3-RetCOR corepressor binding, primary screen, NR2E3 agonist project, biochemical, TR-FRET, GST-NR2E3, biotin-RetCOR; 0.12% of 320,000 active; inhibition of corepressor binding, % at 4.78 µM; AID 2300, 2010; 1536-well; Photoreceptor-specific nuclear receptor (Homo sapiens), Q9Y5X4;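 active = percent inhibition above the cutoff of mean plus 3 SD of all tested compounds, set per screening campaign, cut at about 20% in these data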;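 also: 0% = DMSO wells and 100% = biotin wells as full block of FRET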
Target sequence (Q9Y5X4 whole entry, looked up): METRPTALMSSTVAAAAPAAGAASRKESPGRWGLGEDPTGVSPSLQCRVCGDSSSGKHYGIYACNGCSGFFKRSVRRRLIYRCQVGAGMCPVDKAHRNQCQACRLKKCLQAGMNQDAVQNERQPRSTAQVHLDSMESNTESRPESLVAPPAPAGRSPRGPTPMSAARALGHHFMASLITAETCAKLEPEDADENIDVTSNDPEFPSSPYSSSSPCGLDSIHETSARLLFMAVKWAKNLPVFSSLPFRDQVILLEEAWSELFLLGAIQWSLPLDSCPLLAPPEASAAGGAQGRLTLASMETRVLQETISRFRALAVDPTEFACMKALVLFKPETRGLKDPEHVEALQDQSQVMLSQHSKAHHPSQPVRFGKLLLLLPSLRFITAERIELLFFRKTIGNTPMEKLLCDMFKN
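System: GST-NR2E3 and biotin-RetCOR proteins; probe or stimulus: 7 nM biotin-RetCOR; doses: compound at 4.8 µM, single dose; schedule: Compound–protein incubation for 5 h at 4 °C; detection: time-resolved FRET; read-out: percent inhibition; controls: biotin wells as high control, 0.6% DMSO wells as low control; format: 1536-well plates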
CF NFkB block = inhibitors of PAF-induced NF-kB signaling, primary screen, cell-based, GFP fluorescence, uHTS. inhibition, % at 5 µM. KKLEB NF-kB-GFP reporter, GFP fluorescence overnight. 0.86% of 360,000 active. AID 588850, 2011;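 active = at least 50% inhibition at 5 µM, scaled per plate between neutral and stimulator controls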;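 also: PAF is a Pseudomonas aeruginosa culture filtrate used as stimulus; plate controls were PAF-stimulated DMSO wells for no effect and unstimulated DMSO wells for full effect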
MITF TRPM1 inh = inhibitors of MITF-dependent TRPM1 promoter reporter, primary screen, cell-based, SK-MEL-5, single point, luciferase | SK-MEL-5 TRPM1 promoter luciferase, 24 h | inhibition, % at 12.5 µM | 0.83% of 330,000 active;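 active = mean inhibition across replicates of 60% or more, whatever share of single replicates reaches that level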; also: values of inactives mirror those of a sister screen read the other way
NR2E3 ag-2 = NR2E3 agonists in two-hybrid cells, primary screen, cell-based, luminescence, CHO-S, Gal4-NCOR/VP16-NR2E3; luciferase; Photoreceptor-specific nuclear receptor (Homo sapiens), Q9Y5X4; inhibition of corepressor binding, % at 3.98 µM; 0.35% of 360,000 active; AID 602229, 2012;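 active = inhibition above the mean of all tested compounds plus 3 SD, cut at about 70% in these data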;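 also: 0% = DMSO with NR2E3 transfected cells and 100% = cells lacking NR2E3 construct; higher means lower luciferase signal from less NR2E3 corepressor binding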
KKLEB tox = cytotoxicity in KKLEB CF airway cells, primary screen, cytotoxicity control for CF NF-kB inhibitor project, cell-based, uHTS, fluorescence assay plates | KKLEB CF airway cells viability, ATPlite luminescence, overnight; hits give low values; cells stimulated with P. aeruginosa culture filtrate | activity change (cytotoxicity), % at 5 µM | 0.36% of 360,000 active;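 active = corrected activity change at or below -50% at 5 µM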
aDG glyco up = activators of alpha-DG glycosylation, primary screen, uHTS, Pro5-aDG cells, AlphaScreen; alpha-DG glycosylation AlphaScreen (IIH6); 0% Pro5, 100% B10-LARGE cell signal; activation, % at 10 µM; 0.22% of 360,000 active; AID 624168, 2012;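 active = activation of at least 8% versus controls, or a plate z-score of at least 8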;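 also: Pro5 are CHO cells carrying HIG-tagged alpha-DG that lacks glycosylation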
An asterisk follows results filed as active; . = no result given; & = joins results of further samples.

SMILES	Peg3 prom inh	TWEAK-Fn14 inh	hiPSC survival	Shn3 3UTR inh	HIF-2a inh	NR2E3 ag-1	CF NFkB block	MITF TRPM1 inh	NR2E3 ag-2	KKLEB tox	aDG glyco up
COc1cc(C(=O)c2ccccc2C(=O)O)c(OC)c2c1CCCC2	8	-13	4.0	-3	16	.	-12	6	12	14	0.1
OCCC1CN(Cc2ccc3nonc3c2)CCN1Cc1ccsc1 (centres undefined)	2	-2	-0.3	-7	5	5	4	1	9	-4	-0.1
Cc1ccc(C(=O)n2c(-c3ccccc3)cnc2SCC(=O)Nc2ccc(C)cc2C)cc1	-33	10	1.0	-10	-21	1	5	-16	-11	-8	0.1
O=C1NN(c2ccc(Cl)c(Cl)c2)C(=O)/C1=C/c1ccc(-c2ccccc2C(=O)O)o1	0	-9	0.6	-9	12	.	4	-1	-10	-5	-0.1
Oc1ccc(COCc2ccccc2)c2cccnc12	-56	5	-1.9	51&62	-38	3	-3	23	-39	-4	-0.3
CC(C)(O)C#Cc1ccc(C(=O)NCCC(=O)O)s1	16	17	-1.0	-3	11	5	-12	2	-19	4	0.6
CCOC(=O)CSc1nc2cc(S(=O)(=O)Nc3ccccc3OC)ccc2o1	13	8	-1.0	-16	1	1	1	-4	-13	4	-0.2
CC(C)(C)c1cc(N2CCOCC2)n2ncc(-c3ccc(Cl)cc3)c2n1	-58	-18	-0.3	9	-104	2	16	-36	-15	-6	0.4
CCOC(=O)CC1C(=O)NCCN1S(=O)(=O)c1ccc(Cl)c(Cl)c1 (centres undefined)	3	14	3.5	4	22	-3	0	8	-3	2	-0.1
Cc1ccc(OCC(=O)NC2=NCCS2)cc1	-196	24	4.2	-10	-202	4	5	-9	-55	2	0.0
CC(NC(=O)CCc1nnc(-c2ccccc2)o1)c1ccccc1 (centres undefined)	-84	-17	-0.6	.	-176	3	-8	-31	-41	15	0.0
CCC(C)(C)n1nnnc1C(c1ccccn1)N1CCCCC1 (centres undefined)	-1	33	1.5	2	12	1	-15	1	-19	8	0.0
COc1ccc2c(-c3ccccc3)cc(=S)[nH]c2c1	-2	15	0.4	14	-12	3	-3	-2	-18	6	0.4
COc1cc(C)nc(N2CCC(C(=O)NCC3CCCO3)CC2)n1 (centres undefined)	22	-13	-0.5	-5	12	-4	-9	9	-5	15	0.0
CCC(C)[C@H](NC(=O)c1cn(CC)c2cc3c(cc2c1=O)OCO3)C(=O)NCCCn1ccnc1 (some centres undefined)	-2	0	-0.6	16	-2	-2	-22	-2	-3	-2	-0.1
O=C1CC(N(O)c2ccccc2)C(=O)N1c1ccc(Cl)c(Cl)c1 (centres undefined)	0	-24	-0.7	-7	-39	-5	16	-6	-46	-4	-0.2
Cc1ccccc1NC(=O)CSc1nnc2ccc(-c3cccnc3)nn12	13	5	-0.1	-2	12	0	15	-5	-5	0	0.4
CC(=O)c1ccc(O)c(CSC2=NCCS2)c1	3	5	-0.7	29	11	-2	13	4	-15	-6	-0.1
NC(=O)c1ccccc1[N+](=O)[O-]	1	-26	-1.6	6	4	3	8	2	-7	2	-0.3
O=C(N/N=C/c1ccc[nH]1)c1cccc([N+](=O)[O-])c1	13	-5	-0.3	14	6	-2	-27	-2	0	8	-0.2
CC(C)C(OC(=O)c1cccs1)C(=O)NCc1ccc(F)cc1 (centres undefined)	9	17	-0.8	10	7	0	-11	-8	-9	-3	-0.1
O=C(Cn1ncc2c([nH]c3ccccc32)c1=O)NCCc1ccccc1	13	11	-0.5	6	4	0	-5	2	-6	-1	0.0
COC(=O)c1[nH]c(=O)c2ccccc2c1OCc1ccccc1	-1	-8	1.1	13	18	2	-1	12	-24	-11	0.1
COc1ccccc1NC(=O)c1cc(N2C(=O)C3C4CCC(C4)C3C2=O)ccc1Cl (centres undefined)	16	-13	0.9	0	-5	1	8	-5	0	-18	0.2
CC(C)NC(=O)C1=NN(c2ccccc2)C(=O)CC1	8	7	-0.4	5	16	-2	-6	0	-6	-1	-0.2
COc1ccc(OC)c(NC(=O)CN(C)S(=O)(=O)c2ccc3nc(C)sc3c2)c1	11	-6	-0.5	-13	22	1	16	-2	3	-24	-0.2
Cc1cccc(C)c1Nc1nnc(SC(C)C(=O)Nc2c(C)n(C)n(-c3ccccc3)c2=O)s1 (centres undefined)	5	5	5.1	-5	12	-1	-13	-6	-4	28	-0.3
O=C(COc1cc(Cl)c(Cl)cc1Cl)NCCN1CCOCC1	-2	17	-1.5	3	2	0	0	9	2	-3	0.2
O=[N+]([O-])c1cccc(N(CC2CO2)S(=O)(=O)c2ccccc2)c1 (centres undefined)	8	-3	-0.1	9	15	1	7	-2	-5	11	-0.1
CCOC(=O)C1CCCCN1Cc1ccccc1C(F)(F)F (centres undefined)	1	0	-2.1	0	4	3	8	1	-8	-12	0.2
Cc1cc(C(=O)CN2CCN(CC(=O)Nc3ccc(F)cc3)CC2)c(C)n1C1CC1	3	6	1.7	-4	-8	1	8	13	-11	-4	0.0
Cn1nc(NC(=O)CC(C)(C)CC(=O)O)c2ccccc21	11	5	-0.8	-14	15	-4	-6	2	-26	0	0.2
N#CCSc1ccccc1NC(=O)COC(=O)C1CCN(C(=O)c2ccc(Cl)cc2)CC1	-4	-14	1.3	-14	11	.	-11	.	-8	-6	-0.4
O=C(CSc1n[nH]c(-c2cccs2)n1)N1CCN(S(=O)(=O)c2ccccc2)CC1	14	-32	-0.6	4	-1	1	-15	4	-26	7	-0.1
Cc1ccc(C(=O)N2CCC3(CC2)NCCc2[nH]cnc23)cc1	-22	27	0.9	-6	10	3	-16	-3	7	-18	-0.5
COc1ccc(Br)cc1/C=C(\C(=O)O)c1ccc(S(=O)(=O)N2CCCC2)s1	-73	11	-0.7	10	-32	.	-7	5	0	-1	0.2
COc1ccc(OCc2cc(C(=O)N(C)Cc3cc(C)no3)no2)c(Cl)c1	-399	-28	-0.5	-94	-231	1	-8	-61	-147	3	-0.2
CCN1C(=O)/C(=C2/C=CC=CN2C)SC1=S	-3	2	-0.4	-14	-4	-1	8	1	-2	-5	-0.1
COc1cccc(C(=O)OCC(=O)Nc2ccc3c(c2)OCCO3)c1	-13	-16	0.8	-30	-2	.	-7	0	-28	11	0.0
C/C(=N\NC(=O)c1nn(C)c(C)c1Br)c1ccc(NC(=O)c2ccoc2C)cc1	-136	-17	-0.1	-22	-83	0	-3	-30	-130	8	-0.2
O=S(=O)(Oc1ccccc1N1CCCCC1)c1ccccc1	22	13	0.0	.	8	-1	5	-17	-18	-2	0.1
CC(C)CCNC(=O)c1ccc(CSCc2cccc(F)c2)o1	6	-4	-1.4	-4	-17	1	10	15	-23	2	0.0
Cc1ccc(S(=O)(=O)N2CCN(S(=O)(=O)N(C)C)CC2)c(C)c1	10	-12	0.0	15	5	-1	5	-2	9	8	0.4
Nn1c(Cc2cccc3ccccc23)nnc1SCc1ccccc1	-7	-6	-0.7	-5	15	3	14	12	-21	-28	-0.5
CCOCCCNC(=O)C1CCN(S(=O)(=O)N2CC(C)CC(C)C2)CC1 (centres undefined)	10	-3	0.7	-14	3	3	13	9	11	0	-0.1
C/C=C(\C)C(=O)NCCN1C2=NC[C@@H](Cc3ccccc3)N2C[C@@H]1Cc1ccc(OC)cc1	-11	-17	0.5	3	5	0	3	-3	-9	0	0.1
CC(=O)N1CCc2cc(S(=O)(=O)CCC(=O)NCCc3ccc(Cl)cc3)ccc21	8	-13	1.4	7	4	-1	-21	13	-13	14	-0.1
Cc1ccc(S(=O)(=O)N2CCC[C@H]2C(=O)OCC(=O)Nc2ccc3c(c2)OCO3)cc1	11	-3	-1.8	-12	11	.	7	-1	-19	-6	-0.3
CCCCn1c(N)c(N(CC)C(=O)c2ccc(Cl)c(Cl)c2)c(=O)[nH]c1=O	14	-4	0.6	-7	22	6	1	8	2	6	0.0
CC1(C)CC(C(=O)Nc2nccs2)CCO1 (centres undefined)	-3	9	1.5	2	3	2	-1	-7	-12	7	0.0
O=C(CNc1ccccc1N1CCCC1=O)Nc1cc(Cl)ccc1-n1cncn1	-10	3	-0.6	-12	8	.	-21	-12	-2	5	-0.2

Of the compounds above, these have two or more sulfur atoms.
SMILES	Peg3 prom inh	TWEAK-Fn14 inh	hiPSC survival	Shn3 3UTR inh	HIF-2a inh	NR2E3 ag-1	CF NFkB block	MITF TRPM1 inh	NR2E3 ag-2	KKLEB tox	aDG glyco up
CCOC(=O)CSc1nc2cc(S(=O)(=O)Nc3ccccc3OC)ccc2o1	13	8	-1.0	-16	1	1	1	-4	-13	4	-0.2
CC(=O)c1ccc(O)c(CSC2=NCCS2)c1	3	5	-0.7	29	11	-2	13	4	-15	-6	-0.1
COc1ccc(OC)c(NC(=O)CN(C)S(=O)(=O)c2ccc3nc(C)sc3c2)c1	11	-6	-0.5	-13	22	1	16	-2	3	-24	-0.2
Cc1cccc(C)c1Nc1nnc(SC(C)C(=O)Nc2c(C)n(C)n(-c3ccccc3)c2=O)s1 (centres undefined)	5	5	5.1	-5	12	-1	-13	-6	-4	28	-0.3
O=C(CSc1n[nH]c(-c2cccs2)n1)N1CCN(S(=O)(=O)c2ccccc2)CC1	14	-32	-0.6	4	-1	1	-15	4	-26	7	-0.1
COc1ccc(Br)cc1/C=C(\C(=O)O)c1ccc(S(=O)(=O)N2CCCC2)s1	-73	11	-0.7	10	-32	.	-7	5	0	-1	0.2
CCN1C(=O)/C(=C2/C=CC=CN2C)SC1=S	-3	2	-0.4	-14	-4	-1	8	1	-2	-5	-0.1
Cc1ccc(S(=O)(=O)N2CCN(S(=O)(=O)N(C)C)CC2)c(C)c1	10	-12	0.0	15	5	-1	5	-2	9	8	0.4

High-throughput results (PubChem BioAssay)
